# Screening results deposited in PubChem by National Center for Advancing Translational Sciences (NCATS).
# SW480 rerep: A quantitative high throughput screen for small molecules that induce DNA re-replication in SW480 colon adenocarcinoma cells. 340,000 compounds, 1.8% hits. SW480 DNA re-replication, Hoechst DNA content imaging, 48 h. AID 624297, 2012. Potency, µM (titrated, usually from 46.1 µM), for the others: at the top dose re-replication activation, most hits filed as activators; further: % of control where 0% means no effect; nearly all actives have a fitted effect of over 55% in size
#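 Per well, 250 cells were exposed to pinned compound for 48 hr. Nuclear DNA was visualised with Hoechst (40 min, 37 C) and total object intensity recorded by fluorescence scanning.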
# HT1080-NT tox: qHTS for induction of synthetic lethality in tumor cells producing 2HG: qHTS for the HT-1080-NT fibrosarcoma cell line. HT-1080-NT fibrosarcoma viability, CellTiter-Glo ATP luminescence, 48 h. Potency, µM (series often up to 46.1 µM), for inactives: at the highest dose activity, negative = less viability, most hits filed as cytotoxic. 360,000 compounds, 1.6% hits. AID 686970, 2013;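 further: NT is the 2HG producing partner of a matched IDH1 knockdown line; 0% = DMSO-treated cells and -100% = media-only wells without cells; nearly all actives have a fitted effect of over 55% in size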
#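 750 cells/well, RPMI + 5% FBS; 2 h settle, compound pin-transfer, 48 h at 37 degrees C. CellTiter-Glo 10 min RT, luminescence. Normalized to DMSO and media-only wells.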
# GLP1R inv ag: qHTS of GLP-1 Receptor Inverse Agonists (Inhibition Mode); Glucagon-like peptide 1 receptor (Homo sapiens), P43220; HEK293 GLP-1R CRE-luciferase, luminescence, 24 h; GLP-1R form is constitutively active; Potency, µM (highest dose often 38.3 µM), for inactives: top-dose activity change, negative = inhibition, hits mostly inhibitors; 410,000 compounds, 1.6% hits; further: on the % scale 0 is the no-effect control and ±100 the full control effect; nearly all actives have a fitted effect of over 55% in size
# Target sequence (P43220 whole entry, looked up): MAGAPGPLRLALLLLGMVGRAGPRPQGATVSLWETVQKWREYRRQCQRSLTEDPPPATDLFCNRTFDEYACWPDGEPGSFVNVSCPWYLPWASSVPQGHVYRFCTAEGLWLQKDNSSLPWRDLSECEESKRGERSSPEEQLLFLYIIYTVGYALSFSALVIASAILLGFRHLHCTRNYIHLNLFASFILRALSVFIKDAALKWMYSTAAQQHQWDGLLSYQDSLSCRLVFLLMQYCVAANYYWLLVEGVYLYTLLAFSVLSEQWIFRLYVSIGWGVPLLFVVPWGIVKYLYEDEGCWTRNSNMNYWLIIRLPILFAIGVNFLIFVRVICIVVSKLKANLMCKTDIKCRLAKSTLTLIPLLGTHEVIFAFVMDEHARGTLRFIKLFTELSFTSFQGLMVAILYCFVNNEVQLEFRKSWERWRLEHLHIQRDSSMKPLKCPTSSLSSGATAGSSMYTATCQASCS
#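 GLP-1R inverse agonism mode: basal reporter luminescence in engineered HEK293 cells measured after one day of compound exposure at 37 deg C, with a 12 min room-temperature detection step.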
# TDP-43 yeast inh: qHTS of TDP-43 Inhibitors | 410,000 compounds, 1.8% hits | TDP-43 expressing yeast growth rescue, BacTiter-Glo, 24 h | Potency, µM (series often up to 46.1 µM), for the others: top-dose growth rescue (activation), actives largely listed as activators; further: % of control where 0% means no effect; nearly all actives have a fitted effect of over 50% in size
#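 Growth rescue of TDP-43-toxic yeast measured as ATP luminescence (BacTiter-Glo). Cells grown to mid-log in raffinose, induced in galactose at OD600=0.02, exposed to compound 24 hr at 30 deg C.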
# KB-3-1 cytotox: qHTS assay for MDR1-selective chemotherapeutics: Primary screen using the parental adenocarcinoma cell KB-3-1; Potency, µM (titrated, usually from 46.1 µM), for inactives: top-dose activity change, negative = cytotoxic, hits mostly cytotoxic; 400,000 compounds, 1.4% hits; AID 1347075, 2019; KB-3-1 viability, CellTiter-Glo ATP luminescence, 72 h; further: on the % scale 0 is the no-effect control and ±100 the full control effect; nearly all actives have a fitted effect of over 60% in size
#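 Multi-concentration cytotoxicity screen in KB-3-1 cells grown in DMEM lacking phenol red with 10% FBS. After 72 h at 37 °C with compound, ATP-dependent luminescence was recorded.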
# HT1080 IDH1KD tx: qHTS for induction of synthetic lethality in tumor cells producing 2HG: qHTS for the HT-1080-IDH1KD cell line; HT-1080 IDH1 knockdown viability, ATP luminescence, 48 h; Potency, µM (highest dose often 46.1 µM), without a hit: at the top dose activity, negative = toxicity, most hits filed as cytotoxic; 360,000 compounds, 2% hits; AID 686971, 2013;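 further: 0% = DMSO wells and -100% = cell-free medium wells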
#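 Cytotoxicity counter-line: IDH1KD HT-1080, 48 h, CellTiter-Glo. Curves classed by r2, magnitude and activity.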
# GLP1R cytotox: qHTS of GLP-1 Receptor Inverse Agonists: Cytotox Screen; HEK293 cAMP-luciferase reporter cells, luminescence, 24 h; Potency, µM (series often up to 38.3 µM), without a hit: top-dose activity change, negative = inhibition, most hits filed as inhibitors; 410,000 compounds, 0.13% hits;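 further: loss of luciferase light is scored as toxicity; on the % scale 0 is the no-effect control and ±100 the full control effect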
#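 Compound-treated cells are incubated 24 hr at 37 deg C under 5% CO2 after a 12 hour attachment period, then luciferase detection reagent is added and luminescence is measured following 12 min at room temperature; lowered signal indicates toxicity.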
# KB-V1 MDR tox: qHTS assay for MDR1-selective chemotherapeutics: Primary screen using the drug-selected MDR subline cells KB-V1. KB-V1 MDR cells viability, CellTiter-Glo, 72 h. Potency, µM (highest dose often 46.1 µM), inactives show top-dose activity change, negative = cytotoxicity, usual class: cytotoxic. 400,000 compounds, 3.4% hits; further: on the % scale 0 is the no-effect control and ±100 the full control effect; nearly all actives have a fitted effect of over 60% in size
#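 Cells of the MDR subline KB-V1 are plated, dosed with compound at multiple concentrations, and incubated 72 h at 37 degrees C; CellTiter-Glo is then added and luminescence read after 10 min.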
# GLP1R ag: qHTS of GLP-1 Receptor Agonists; Glucagon-like peptide 1 receptor (Homo sapiens), P43220; HEK293 GLP-1R CRE-luciferase, luminescence, 4-6 h; cells express a hypersensitive GLP-1R form; Potency, µM (highest dose often 45.6 µM), without a hit: at the highest dose activation, most hits filed as activators; 380,000 compounds, 0.007% hits; AID 624172, 2012; further: % of control where 0% means no effect
# Active calls of the source: *; ? = inconclusive; . = not tested or not shown; [ ] = another dose, or the depositor's remark. The call rests on the fitted dose curve; in most records, active means well fitted curve in the direction sought with a large enough effect; inconclusive means small, poorly fitted or top-dose-only effect, or another doubt; inactive means no such curve, though single readings can be large; an effect the other way counts as inactive or inconclusive. Potency means the concentration at half of the fitted maximal effect.
SMILES,SW480 rerep,HT1080-NT tox,GLP1R inv ag,TDP-43 yeast inh,KB-3-1 cytotox,HT1080 IDH1KD tx,GLP1R cytotox,KB-V1 MDR tox,GLP1R ag
CCOC(=O)c1ccc(COC(=O)CNC(=O)CNC(=O)c2ccc(OC)cc2)o1,1%,-3%,-5%,9%,9%,0%,69%[activator],-25%,-4%
CNc1cncc(-c2cccc(C(=O)N(C)C)c2)n1,.,15%,12%,18%,0%,5%,3%,-1%,7%
COCC(=O)Nc1sc2c(c1C(=O)OC)CCCC2,-3%,0%,0%,?,5%,9%,5%,10%,20%
Cc1ccc(SCc2nc(-c3ccc(C(=O)NCc4ccc(Cl)cc4)cc3)oc2C)cc1,.,.,14%,17%,7%,.,1%,10%,.
COC(=O)C(C)(C)ONC(=O)Nc1ccccc1Cl,1%,22%,-15%,-11%,?,6%,-15%,-2%,9%
CC(C)(C)c1ccc(C(=O)NC(=S)NCc2cccnc2)cc1,?,-9%,?,6%,-26%,-15%,?,?,8%
COc1ccc(CCNC(=O)COC(=O)C2CCCCC2)cc1,.,17%,21%,0%,0%,17%,-2%,-3%,9%
COc1cccc(-n2nc(-c3ccnn3-c3ccccc3)c(=O)n(C)c2=O)c1,-3%,-1%,15%,-1%,-7%,0%[9.24 µM],14%,?,-4%
COc1ccc(CN2CCN(C(=O)CC(C)C)CC2)cc1,-12%,-2%,1%,-17%,1%,-2%,-24%,5%,-3%
COc1ccc(N(CC(=O)NCc2ccc3c(c2)OCO3)S(=O)(=O)c2ccccc2[N+](=O)[O-])c(OC)c1,?,-4%,-8%,11%,.,-7%,12%,.,-6%
CCn1c(SCC(=O)N2CCN(C)CC2)nc2c1c(=O)n(C)c(=O)n2C,-12%,20%,9%,-16%,-3%,3%,6%,3%,6%
O=C(Nc1ccc2oc(-c3ccncc3)nc2c1)c1ccccc1Cl,.,.,7%,23%,5%,.,-7%,?,.
CCOc1ccc(NC(=O)CCc2nnc3ccc(N4CCN(C)CC4)nn23)cc1,-7%,0%,-9%,-19%,10%,17%,-7%,13%,2%
Cc1oc(-c2cccc(Cl)c2)nc1CN1CCCC(C(=O)NCc2ccco2)C1 (stereo not given),2%,0%,0%,-3%,-4%,1%,-9%,-8%,8%
Cc1scc(C(=O)N2CCN(c3ccc(Cl)cc3)CC2)c1C,-6%,-28%,0%[0.307 µM],14µM*,-15%,-10%,-1%[0.307 µM],?,-9%
O=C(NCc1cccs1)C1CCCN1C(=O)Nc1cccc(F)c1 (stereo not given),?,1%,6%,.,3%,1%,-9%,-11%,-4%
COc1ccc(-c2nn(-c3ccccc3)cc2/C=C2/SC(=S)N(Cc3ccco3)C2=O)c(C)c1,-2%,7%,5%,0%,?,14%,4%,-24%,-18%
O=C1OCCN1CCNCc1cn(-c2ccc(F)cc2)nc1-c1ccccc1Cl,-1%[1.84 µM],0%,-13%,.,-8%,-13%,-1%,-12%,2%
O=S(=O)(/C=C/c1ccccc1)N1CCN(c2nc(-c3ccccc3)nc3ccccc23)CC1,-1%,-14%,17%,5%,-14%,0%,-5%,-7%,4%
C/C(=N\O)c1cc(Cl)cc(Cl)c1O,7%,?,-25%,14µM*,9%,-27%,?,-4%,1%
Cc1cc(C)c(OCCNCc2ccccc2)c(C)c1,0%,-17%,-24%,12%,6%,-30%,0%,-13%,14%
O=C(CS(=O)(=O)c1ccccc1)N(CCCN1CCOCC1)c1nc2c(F)cccc2s1,-3%,9%,7%,9%,1%,4%,-2%,?,-1%
O=S(=O)(N1CCOCC1)N1CCN(c2ccccc2F)CC1,2%,14%,24%,0%,20%,12%,24%,-17%,0%
Cc1ccc2c(CC(=O)NCC3(N4CCOCC4)CCCCC3)coc2c1C,-18%,-5%[9.24 µM],?,-7%,-4%,-3%,2%,-22%,-7%
CC(=O)Nc1ccccc1OCCCN1CCC(C(O)(c2ccccc2)c2ccccc2)CC1,.,?,?,21%,3%,?,-8%,?,-2%
NC(=O)CCC(NS(=O)(=O)c1ccc(Cl)cc1)C(=O)NCC1CCCCC1 (stereo not given),-2%,-8%,5%,21%,9%,-3%,-1%,?,-3%
Cc1ccccc1Cn1c(=N)n(CC(=O)c2ccc([N+](=O)[O-])cc2)c2ccccc21,1%,-28%,23%,-5%,?,-19%,-8%,18µM*,15%
COc1ccc(N/C(C)=C2/C(=O)C(=O)N(CCO)C2c2ccc([N+](=O)[O-])cc2)cc1 (stereo not given),17%,-11%,5%,-15%,0%,-9%,-8%,-24%,4%
Cc1ccc(C(C)C)cc1OCC(=O)N/N=C/c1ccc2c(c1)OCCO2,-1%,?,?,13µM*,1%,?,-16%,-24%,13%
Cn1c(=O)c2c(nc(CN3CCN(c4ccccc4)CC3)n2CCc2ccccc2)n(C)c1=O,-6%,-1%,2%,-16%,?,-3%,-11%,-4%,-10%
Cc1ccc(NC(=S)N(Cc2cccs2)Cc2cc3cc(C)cc(C)c3[nH]c2=O)cc1,-4%,6%,?,-1%,10%,6%,-9%,17%,-6%
CC(=O)Nc1nonc1-c1nnc(SCC(=O)Nc2cc(C)cc(C)c2)n1-c1ccccc1,.,.,14%,1%[9.22 µM],19%,.,14%,0%,.
C/C(O)=C(/C=Nc1ccccc1)C(=O)Nc1ccccc1,8%,-2%,16%,10%,8%,0%,4%,12%,1%
O=C(OCCNc1ncc(C(F)(F)F)cc1Cl)c1ccc(S(=O)(=O)N2CCOCC2)cc1,-6%,-3%,47%,-10%,2%,9%,-17%,-4%,20%
Cc1ccc(C2(C)NC(=O)N(CC(=O)Nc3cc(S(=O)(=O)N4CCCCC4)ccc3OC(C)C)C2=O)cc1 (stereo not given),5%,-5%,?,9%,-3%,-10%,-5%,0%,2%
O=c1c2ccccc2nc2c3ccccc3cnn12,-12%,13%,23%,24%,-7%,5%,0%,-2%,4%
O=S(=O)(c1ccc(Cl)c(Cl)c1)c1snnc1-c1ccccc1,1.3µM*,16µM*,7.1µM*,13µM*,5.2µM*,8.2µM*,?,?,-5%
Cc1nnc(-c2cccc(Br)c2)c2cn(-c3cccc(Br)c3)nc12,-5%,-11%,?,-15%,?,-28%,?,9.2µM*,4%
CCc1ccc(C(C(=O)NCc2ccccc2)N(C(=O)c2csnn2)C2CC2)cc1 (stereo not given),12%,1%,?,10%,?,-2%,-2%,8%,5%
COc1ccc(CNC(=O)C(C)Sc2nc3ccccc3c(=O)n2CCCN2CCOCC2)cc1 (stereo not given),-3%,0%,11%[7.66 µM],6%,-3%,9%,3%[7.66 µM],?,-2%
Cc1ccccc1CCN(C(=O)CN1C(=O)c2ccccc2S1(=O)=O)C(C(=O)NCC1CCCO1)c1ccncc1 (stereo not given),-9%,-8%,6%,-16%,-9%,-1%,13%,0%,2%
CCCC(=O)NC(=S)Nc1cccc(NC(=O)c2ccccc2Cl)c1,1%,1%,-26%,11µM*,6%,0%,-3%,6%,-3%
COc1cc(/C=C2\SC(=O)N(CCNC(=O)c3cnc(C)cn3)C2=O)cc(OC)c1OC,-4%,11%,-18%,0%,?,10%,-29%,?,-4%
Cc1ccc(OCCC(=O)OCC(=O)NCCNC(=O)COC(=O)CCOc2ccc(C)cc2)cc1,.,-3%,-3%,6%,9%,0%,5%,25%,-3%
CCCn1nnnc1SCC(=O)N1CCCc2ccccc21,-4%,8%,-20%,21%,8%,5%,-12%,-15%,-2%

# Part of the list above, as labelled records.
> C/C(O)=C(/C=Nc1ccccc1)C(=O)Nc1ccccc1
  SW480 rerep: 8%	HT1080-NT tox: -2%	GLP1R inv ag: 16%	TDP-43 yeast inh: 10%	KB-3-1 cytotox: 8%	HT1080 IDH1KD tx: 0%	GLP1R cytotox: 4%	KB-V1 MDR tox: 12%	GLP1R ag: 1%

> O=C(OCCNc1ncc(C(F)(F)F)cc1Cl)c1ccc(S(=O)(=O)N2CCOCC2)cc1
  SW480 rerep: -6%	HT1080-NT tox: -3%	GLP1R inv ag: 47%	TDP-43 yeast inh: -10%	KB-3-1 cytotox: 2%	HT1080 IDH1KD tx: 9%	GLP1R cytotox: -17%	KB-V1 MDR tox: -4%	GLP1R ag: 20%

> Cc1ccc(C2(C)NC(=O)N(CC(=O)Nc3cc(S(=O)(=O)N4CCCCC4)ccc3OC(C)C)C2=O)cc1 (stereo not given)
  SW480 rerep: 5%	HT1080-NT tox: -5%	GLP1R inv ag: ?	TDP-43 yeast inh: 9%	KB-3-1 cytotox: -3%	HT1080 IDH1KD tx: -10%	GLP1R cytotox: -5%	KB-V1 MDR tox: 0%	GLP1R ag: 2%

# Next part.
SMILES,SW480 rerep,HT1080-NT tox,GLP1R inv ag,TDP-43 yeast inh,KB-3-1 cytotox,HT1080 IDH1KD tx,GLP1R cytotox,KB-V1 MDR tox,GLP1R ag
CCN(Cc1ccccc1)C1CCN(Cc2ccc(SC)cc2)CC1,0%,-30%,-28%,8%,-9%,-2%,-29%,?,2%
CCOC(=O)c1cccc(NC(=O)CN2C(=O)c3ccccc3Sc3ncccc32)c1,.,.,-26%,-23%,0%,.,-13%,0%,2%
COc1cc(NC(=S)Nc2ccccn2)cc(OC)c1,-2%,-2%,?,10µM*,18%,-1%,?,-5%,-4%
CN(C)S(=O)(=O)c1ccc(NC(=O)CN2CCc3ccccc32)cc1,-12%,3%,-12%,19%,0%,-2%,5%,16%,-2%
CN(C)/C=C/C(=O)c1ccc(Br)cc1,1%,12%,13%,-94%[inhibitor],7%,-1%,12%,16%,8%
CC(C)COC(=O)N(C)C[C@@H]1OCc2cnnn2CCCC(=O)N([C@H](C)CO)C[C@@H]1C,.,13%,1%,8%,23%,6%,1%,12%,9%
COc1cccc(CN(C)C(=O)c2cccnc2SC)c1OC,-30%,6%,10%,14%,2%,7%,0%,-13%,-7%
COc1cc2c(cc1OC)C[N+](C)(C)CC2,-38%[inhibitor],0%,-2%,-12%,-1%,1%,1%,10%,-3%
